Artemis inh – Artemis (human) endonuclease inhibition | Q96SD1 | recombinant Artemis, quenched FAM hairpin cleavage fluorescence | inhibition, % at 10 µM | actives 0.78% (n = 30,000);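 active = at 10 µM dose, at least 30% inhibition, measured as corrected fluorescence normalized to stimulator and neutral control wells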
Target sequence (Q96SD1 whole entry, looked up): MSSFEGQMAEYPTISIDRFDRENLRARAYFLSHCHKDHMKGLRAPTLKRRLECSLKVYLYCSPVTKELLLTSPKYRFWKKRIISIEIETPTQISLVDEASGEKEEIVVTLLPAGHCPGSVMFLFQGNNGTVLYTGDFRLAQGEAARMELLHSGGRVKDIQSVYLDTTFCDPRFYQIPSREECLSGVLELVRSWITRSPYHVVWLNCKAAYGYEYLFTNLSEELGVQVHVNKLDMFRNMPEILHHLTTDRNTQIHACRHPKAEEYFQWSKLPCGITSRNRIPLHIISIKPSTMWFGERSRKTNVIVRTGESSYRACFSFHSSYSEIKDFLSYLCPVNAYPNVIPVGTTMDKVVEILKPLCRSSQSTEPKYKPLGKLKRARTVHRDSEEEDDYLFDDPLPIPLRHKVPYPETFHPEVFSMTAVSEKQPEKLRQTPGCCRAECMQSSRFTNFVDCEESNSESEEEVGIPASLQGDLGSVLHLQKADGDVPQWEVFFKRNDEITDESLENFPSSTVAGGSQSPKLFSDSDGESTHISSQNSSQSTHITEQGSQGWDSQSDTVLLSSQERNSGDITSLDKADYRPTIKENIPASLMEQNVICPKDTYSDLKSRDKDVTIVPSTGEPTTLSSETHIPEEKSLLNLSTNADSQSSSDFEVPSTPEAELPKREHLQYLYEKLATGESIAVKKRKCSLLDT
Active calls of the source: *. Not all compounds are listed; the hit share may differ from the screen's.

SMILES	Artemis inh
O=C(Oc1ccc(-c2nccc(-c3ccccn3)n2)cc1)c1cccc(C(F)(F)F)c1	2
Cc1ccc(/C=N/N2CCN(c3ccncc3S(=O)(=O)N3CCCCC3)CC2)cc1	6
O=C(OCc1nc2ccccc2s1)C1CCN(S(=O)(=O)c2cccs2)CC1	6
CCSc1nc2sc3c(c2c(=O)n1C1CCCCC1)CCN(C)C3	12
CCC(CC)NC(=O)Cc1ccccc1[N+](=O)[O-]	1
CCNC(=O)Nn1c(-c2ccccc2)nc2ccccc2c1=O	-1
Cc1ccc(-c2csc(NC(=O)c3cccc(S(=O)(=O)N4CCN(C)CC4)c3)n2)cc1	8
CCCCc1ccc(S(=O)(=O)NCCc2ccncc2)cc1	-5
COCCn1c(NCc2ccccc2)nc2c1c(=O)[nH]c(=O)n2C	0
CCCNC(=O)CC(NS(=O)(=O)c1ccc(Cl)cc1)c1ccco1 (centres undefined)	-1
c1ccc(-c2nc(N3CCCCCC3)nc(-n3ccnc3)n2)cc1	23
CC(C)(C)NC(=O)CSc1nnc(C2CC2)n1Cc1ccccc1	-5
CCOC(=O)CCNC(C(=O)OCC)c1ccccc1 (centres undefined)	-11
CC(C)CCn1nnnc1C(c1ccccc1)N1CCN(C)CC1 (centres undefined)	-8
O=C(CCl)N(c1ccccc1)c1c[nH]c2ccccc12	-8
CCOc1ccc(CCNC(=O)CCn2cccc2)cc1OCC	-3
COC(=O)Cc1cn(-c2ncc(C(F)(F)F)cc2Cl)c2ccccc12	-3
Cc1ccc(N2C(=O)CC3(CC4C=CC3C4)C2=O)cc1 (centres undefined)	-2
Cc1ccc(S(=O)(=O)NCc2cn3c(C)csc3n2)cc1	-4
O=C(Nc1sc2c(c1-c1nc3ccccc3[nH]1)CCCC2)C1CCCC1	6

Some values from above.
Value for O=C(Nc1sc2c(c1-c1nc3ccccc3[nH]1)CCCC2)C1CCCC1 under Artemis inh: 6
Value for CC(C)CCn1nnnc1C(c1ccccc1)N1CCN(C)CC1 (centres undefined) under Artemis inh: -8
Value for Cc1ccc(-c2csc(NC(=O)c3cccc(S(=O)(=O)N4CCN(C)CC4)c3)n2)cc1 under Artemis inh: 8
Value for CCOc1ccc(CCNC(=O)CCn2cccc2)cc1OCC under Artemis inh: -3
Value for CCNC(=O)Nn1c(-c2ccccc2)nc2ccccc2c1=O under Artemis inh: -1
Value for c1ccc(-c2nc(N3CCCCCC3)nc(-n3ccnc3)n2)cc1 under Artemis inh: 23

Next section
SMILES	Artemis inh
O=C(Nc1cccs1)Nc1ccccc1Cl	0
CCOc1ccc(OCc2ccc(C(=O)Nc3cccnc3)o2)cc1	-2
O=c1oc2ccc3ccccc3c2c2c1SC(C(F)(F)F)C2 (centres undefined)	-4
O=C(NCCN1CCOCC1)c1ccc(CS(=O)(=O)Cc2ccccc2F)o1	-16
CC(=O)N(C)/C=C1\Sc2ccccc2C1=O	-6
CC(=O)OC(C)(CCC(C)(OC(C)=O)C(C)=O)C(C)=O (centres undefined)	-3
COc1ccc2nc(SCc3cccnc3)c(C#N)cc2c1	-1
CCN(CC)C(=O)CN(c1cc2c(cc1OC)oc1ccccc12)S(=O)(=O)c1ccc(C)cc1	18
CC(=O)OCn1nnc2ccccc2c1=O	-2
Oc1ccc(NCc2ccccc2OCc2ccccc2F)cc1	10
COc1cc2c(N3CCOCC3)cc(O)c(CC(=O)Nc3ccccc3)c2cc1OC	8
O=C(CCCCCN1C(=O)CCC1=O)Nc1ccc(Br)cc1F	3
O=C(O)c1c(Cl)c(Cl)c(Cl)c(Cl)c1C(=O)N1CCOCC1	-4
COC(=O)CNc1ccc2c(c1)OCO2	0
Cn1c(=O)[nH]c2sc3c(c2c1=O)CC(C)(C)OC3	-3
CCC(c1nnnn1C1CCCC1)N1CCN(c2ccccc2F)CC1 (centres undefined)	0
COc1ccc(C)cc1S(=O)(=O)Nc1cccc(Cl)c1	2
O=c1/c(=C/c2ccccn2)sc2nc3ccccc3n12	2
CC1CCc2nc(NC(=O)Cc3cccs3)sc2C1 (centres undefined)	6
COCc1cc(C)[nH]c(=O)c1C#N	-7

A draw from above in order of SMILES length, falling.
SMILES	Artemis inh
O=C(O)c1c(Cl)c(Cl)c(Cl)c(Cl)c1C(=O)N1CCOCC1	-4
O=C(CCCCCN1C(=O)CCC1=O)Nc1ccc(Br)cc1F	3
COc1ccc2nc(SCc3cccnc3)c(C#N)cc2c1	-1

Of the compounds above, 8 have four or more nitrogen atoms:
SMILES	Artemis inh
Cc1ccc(/C=N/N2CCN(c3ccncc3S(=O)(=O)N3CCCCC3)CC2)cc1	6
CCNC(=O)Nn1c(-c2ccccc2)nc2ccccc2c1=O	-1
Cc1ccc(-c2csc(NC(=O)c3cccc(S(=O)(=O)N4CCN(C)CC4)c3)n2)cc1	8
COCCn1c(NCc2ccccc2)nc2c1c(=O)[nH]c(=O)n2C	0
c1ccc(-c2nc(N3CCCCCC3)nc(-n3ccnc3)n2)cc1	23
CC(C)(C)NC(=O)CSc1nnc(C2CC2)n1Cc1ccccc1	-5
CC(C)CCn1nnnc1C(c1ccccc1)N1CCN(C)CC1 (centres undefined)	-8
CCC(c1nnnn1C1CCCC1)N1CCN(c2ccccc2F)CC1 (centres undefined)	0

Continuation:
SMILES	Artemis inh
CCOc1ccc(NC(=O)c2cccs2)c([N+](=O)[O-])c1	-3
CCOC(=O)N1CCC(NC(=O)C(NS(=O)(=O)c2ccc3c(c2)CCN3C(C)=O)C(C)C)CC1 (centres undefined)	0
c1ccc2[nH]c(-c3ccnc4ccccc34)nc2c1	2
CN(Cc1ccccc1)c1nc2c(c(=O)[nH]c(=O)n2C)n1CCOc1ccccc1	7
COc1ccc(N(C(=O)Cc2cccs2)C(C(=O)NC2CCCCC2)c2cccn2C)cc1OC (centres undefined)	-1
COc1ccc(C(C)=O)c2c(O)cccc12	1
CCOC(=O)c1cnc(SC)nc1Oc1cccc(NC(=O)c2cccc(Cl)c2Cl)c1	7
Cc1sc2ncnc(NCc3ccccc3)c2c1C	-4
CSc1nsc(/C=C/Nc2ccc(C)cc2)c1C#N	6
COCC(C)NC(=O)c1cccc(Cl)c1 (centres undefined)	12
COc1ccc(N2C(=O)NC3CC2(C)Oc2ccccc23)cc1OC (centres undefined)	0
CCOc1cc(CNc2ccc3[nH]c(=O)[nH]c3c2)ccc1OCC(=O)NC(C)(C)C	-2
C=COCCn1c(=N)n(CCC)c2ccccc21	2
COC(=O)CSc1nc(C)c(Oc2ccccc2)c(=O)[nH]1	-12
Cc1ccc(SCCNS(=O)(=O)c2ccc3c(c2)OCCO3)cc1	4
CCN(CC(=O)NC(=O)NCc1ccco1)Cc1nc2ccccc2c(=O)[nH]1	0
CCOc1cccc(C2C(C(=O)c3ccco3)=C(O)C(=O)N2Cc2ccncc2)c1 (centres undefined)	5
COc1ccc(/C=N\NC(=O)COc2ccc(C(C)(C)C)cc2)cc1Cn1nc(C)cc1C	-4
Cc1onc(-c2ccccc2Cl)c1C(=O)N1CCN=C1SCc1cccnc1	-5
COC(=O)c1[nH]c(=O)c2ccccc2c1O	28

> CS(=O)(=O)N(Cc1ccccc1)c1ccc(C(=O)N2CCOCC2)cc1
- Artemis inh: -2

> Cn1c(=NCC(O)COc2ccccc2)sc2ccccc21 (centres undefined)
- Artemis inh: -3

> Cc1cccc(Oc2ncc(-c3ccc(Cl)cc3)cn2)c1C
- Artemis inh: -7

> Cc1cccc(OCC(=O)Nc2cc(C)ccc2O)c1
- Artemis inh: -3

> COC(=O)c1ccc(NC(=O)CSc2nccn2CCc2ccccc2)cc1
- Artemis inh: -2

> Cn1c(=O)c2c(nc3sccn32)n(C)c1=O
- Artemis inh: 5

> CN(C(=O)CSc1nc(-c2ccccc2)cs1)C1CCS(=O)(=O)C1 (centres undefined)
- Artemis inh: 4

> O=C(NCC(c1cccnc1)N1CCN(c2ccccc2)CC1)c1ccc2c(c1)OCO2 (centres undefined)
- Artemis inh: -1

> CC1(C)CC(=O)c2cnc(NCc3ccco3)nc2C1
- Artemis inh: -1

> Cc1noc2ncnc(Oc3ccc(F)cc3)c12
- Artemis inh: 13

> O=C(Nc1ccc(Br)cc1F)c1ccncc1
- Artemis inh: -4

> Cc1ccc(C(=O)N2CCN(C(=O)N3CCOCC3)CC2)cc1
- Artemis inh: 2

> CNc1nc(C)c(C#N)c(-c2ccccc2)c1C(C)=O
- Artemis inh: -7

> COc1ccccc1C(=O)N1CC2(C)CC1CC(C)(C)C2 (centres undefined)
- Artemis inh: -13

> Cc1ccc(S(=O)(=O)N(C)CCCC(=O)n2nc(C)cc2C)cc1
- Artemis inh: 0

> CCn1c(CNC(=O)c2ccc3c(c2)OCO3)nnc1SCC(=O)Nc1cc(C)ccc1OC
- Artemis inh: 6

> C=CCNC(=S)NNC(=O)c1ccc(OCCCC)cc1
- Artemis inh: 8

> COC(=O)c1cc(NC(=O)CN(c2ccccc2OC)S(=O)(=O)c2ccccc2)ccc1Cl
- Artemis inh: 4

> Cc1nc2ccccc2c(=O)n1/N=C/c1c(O)ccc2oc3c(c12)CCCC3
- Artemis inh: 14

> O=C(CN1CCN(S(=O)(=O)c2ccc(Cl)cc2)CC1)Nc1ccc2c(c1)OCO2
- Artemis inh: -4

> COC(=O)CN(c1ccc(C)cc1)S(=O)(=O)c1ccc2c(c1)n(C)c(=O)c(=O)n2C
- Artemis inh: -3

> COc1ccc(-c2nc3ccccc3n2Cc2ccccc2)cc1
- Artemis inh: 9

> CCOC(=O)c1c(C)c(C#N)c2c3ccccc3ccn12
- Artemis inh: -5

> O=S(=O)(Nc1ccc(C(F)(F)F)cc1)c1cnc[nH]1
- Artemis inh: 4

> COc1ccc2nc(N3C(=O)CC(Cc4cc(C)cc(C)c4)C3=O)sc2c1 (centres undefined)
- Artemis inh: 15

> COC(=O)Cc1c(O)ccn(Cc2ccc(F)cc2)c1=O
- Artemis inh: -3

> CCCC(=O)Nc1nc2nc(-c3ccccc3)cc(=O)n2[nH]1
- Artemis inh: -2

> N/N=c1\sc2ccccc2n1-c1ccccc1
- Artemis inh: -3

> CCN(CC)CCNC(=O)c1ccc2c(c1)ncn2C1CCCCC1
- Artemis inh: -4

> Cc1cc(N2CCN(c3nnnn3-c3ccccc3)CC2)n2ncnc2n1
- Artemis inh: 5

> c1csc(Cc2nn3c(-c4n[nH]c5c4CCC5)nnc3s2)c1
- Artemis inh: 8

> CC(=O)c1cccc(NC(=O)c2cc3nc(C)cc(C)n3n2)c1
- Artemis inh: 0

> Cc1c(Cl)c([N+](=O)[O-])nn1CC(=O)N1CCc2ccccc2C1
- Artemis inh: -5

> COc1cc(C=O)ccc1OCCOCCOc1ccccc1Cl
- Artemis inh: 3

> Cc1cc(C)c2oc(-c3cccc(NC(=O)c4ccc(F)cc4)c3)nc2c1
- Artemis inh: 0

> CCOC(=O)c1ccc(NC(=S)NNC(=O)C2(C)CC2(Cl)Cl)cc1 (centres undefined)
- Artemis inh: 12

> CCN(CC)c1ccc(NC(=O)c2ccccc2F)cc1
- Artemis inh: 14

> Cc1cccc(-c2noc(CN(C(=O)c3ccc4c(c3)OCO4)C(C)C)n2)c1
- Artemis inh: 4

> CCOC(=O)c1c(C)[nH]c(C(=O)C(C)OC(=O)c2cccc(OCc3c(C)noc3C)c2)c1C (centres undefined)
- Artemis inh: -17

> CCc1nc(SCC(=O)NCC2CCCO2)c2oc3ccccc3c2n1 (centres undefined)
- Artemis inh: 0

> CC(c1ccccc1)n1c(-c2ccncc2)n[nH]c1=S (centres undefined)
- Artemis inh: -4

> Cc1[nH]c(=O)[nH]c(=O)c1/C=N/NC(=O)[C@H](C)NC(=O)OC(C)(C)C
- Artemis inh: -12

> CC(=O)c1c(C)nc2cc(Cl)ccc2c1N
- Artemis inh: -5

> COc1ccc(N(CC(O)Cn2c3ccccc3c3ccccc32)S(=O)(=O)c2ccccc2)cc1 (centres undefined)
- Artemis inh: 5

> Cc1cc(C)cc(OCCCOc2cccc3cccnc23)c1
- Artemis inh: -3

> CCCn1c(C)cc(C(=O)CN2C(=O)c3cccc(N)c3C2=O)c1C
- Artemis inh: 5

> Cc1cc(C)cc(OCC(=O)O/N=C(\N)c2ccccn2)c1
- Artemis inh: 1

> CC(C)(C)c1csc(NC(=O)Cn2cnc3ccccc3c2=O)n1
- Artemis inh: 7

> CC1=C(C#N)C(NC(=O)C2CC2)(C(F)(F)F)C(=O)N1 (centres undefined)
- Artemis inh: 4

> NC(=S)N/N=C/c1cc([N+](=O)[O-])ccc1OCCOc1ccccc1
- Artemis inh: -19

> CC(C)C(NC(=O)CN(c1cccc(F)c1)S(C)(=O)=O)C(C)C
- Artemis inh: -2

> CCCS(=O)(=O)N1CCC(C(=O)NCc2cccnc2)CC1
- Artemis inh: -3

> Cn1cccc1CC(=O)N/N=C\c1cccs1
- Artemis inh: -4
